# 14-3-3 Bad PPI: inhibitors of 14-3-3 zeta/Bad binding, primary screen, biochemical, TR-FRET, bovine 14-3-3 zeta; 14-3-3 protein zeta/delta (Bos taurus), P63103; TR-FRET 14-3-3zeta/Dy647-pBad peptide displacement, 1 h; inhibition, % at 21.7 µM; actives 0.71% (n = 220,000); AID 781, 2007;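 active = inhibition above about 70%, limit read from the data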;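 also: 0% = full 14-3-3 plus peptide FRET controls and 100% = background without 14-3-3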
# Runt-CBFb FRET: inhibitors of RUNX1 Runt–CBFb binding, primary screen, biochemical, FRET, Cerulean-Runt, Venus-CBFb, uHTS; Runt-related transcription factor 1 (Homo sapiens) + Core-binding factor subunit beta …; Cerulean-Runt/Venus-CBFb FRET ratio 530/480, 1 h; inhibition, % at 20 µM; actives 0.46% (n = 220,000); AID 1496, 2009;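 active = inhibition over about 50% at 20 µM in the single-dose screen, limit read from the data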;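 also: 0% = DMSO wells and 100% = excess unlabeled CBFb competitor control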
# Target sequence (Q01196 whole entry, looked up): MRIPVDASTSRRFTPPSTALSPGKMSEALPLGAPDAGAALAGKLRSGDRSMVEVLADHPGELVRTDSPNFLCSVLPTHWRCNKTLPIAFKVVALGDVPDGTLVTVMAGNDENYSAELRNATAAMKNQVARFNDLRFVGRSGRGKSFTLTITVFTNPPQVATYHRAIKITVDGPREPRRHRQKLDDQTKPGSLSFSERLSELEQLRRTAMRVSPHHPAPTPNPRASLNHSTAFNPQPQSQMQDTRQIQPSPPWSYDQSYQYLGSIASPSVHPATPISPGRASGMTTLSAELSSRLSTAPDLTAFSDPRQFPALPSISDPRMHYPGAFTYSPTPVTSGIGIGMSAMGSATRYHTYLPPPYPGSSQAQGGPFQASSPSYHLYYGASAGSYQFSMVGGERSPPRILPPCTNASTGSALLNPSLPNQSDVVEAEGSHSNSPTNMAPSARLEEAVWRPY
# Target sequence (Q13951 whole entry, looked up): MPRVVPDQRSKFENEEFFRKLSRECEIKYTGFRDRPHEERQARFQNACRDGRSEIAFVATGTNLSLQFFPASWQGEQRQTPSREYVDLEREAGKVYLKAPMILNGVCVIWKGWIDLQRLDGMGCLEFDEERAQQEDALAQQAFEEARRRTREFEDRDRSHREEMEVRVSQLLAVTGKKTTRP
#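 Buffer or medium: Tris pH 7.5 buffer with BSA. Assay system: Cerulean-labeled Runt domain protein. Amount: each fluorescent fusion protein 100 nM. Read-out basis: loss of energy transfer signal. Incubation: 1 h compound exposure, room temperature. Probe or stimulus: Venus-CBFb binding partner, 100 nM. Detection: FRET, excitation 422 nm, emission at 530 and 480 nm.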
# Wee1 stabilizer: Wee1 degradation inhibitors, primary screen, cell-based, HeLa, Wee1K328M-luciferase, luminescence; HeLa Luc-Wee1K328M stability; 100% = proteasome inhibitor MG132 effect; reporter increase, % at 5 µM; actives 1.2% (n = 220,000);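 active = activation above the mean of all tested compounds plus 3 SD, set per screening run, cut at about 8.8% in these data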;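 also: cells exposed to compound for 20 h before luminescence read; 0% = DMSO alone and 100% = MG132 at 30 µM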
# Hck-Nef inh: inhibitors of Nef-activated human Hck kinase, primary screen, biochemical, Z-Lyte FRET, 384-well, Hck-YEEI | Recombinant Hck-YEEI plus Nef, Z-Lyte FRET kinase assay | actives 0.68% (n = 220,000) | Tyrosine-protein kinase HCK (Homo sapiens), P08631 | inhibition, % at 20 µM | AID 463187, 2010;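 active = Hck-Nef kinase inhibition above about 50%, limit read from the data; inactive = inhibition below that limit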;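 also: 0% = DMSO with Hck plus Nef and 100% = Hck alone without Nef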
# hK5 inh: human KLK5 protease inhibitors, primary screen, biochemical, 1536-well; recombinant hK5, fluorogenic AMC substrate cleavage; inhibition, % at 5 µM; actives 0.59% (n = 210,000); AID 873, 2007;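 active = inhibition of 40% or more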;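 also: 0% = enzyme controls without compound and 100% = no-enzyme blanks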
# Target sequence (Q9Y337 67-293 limits assumed): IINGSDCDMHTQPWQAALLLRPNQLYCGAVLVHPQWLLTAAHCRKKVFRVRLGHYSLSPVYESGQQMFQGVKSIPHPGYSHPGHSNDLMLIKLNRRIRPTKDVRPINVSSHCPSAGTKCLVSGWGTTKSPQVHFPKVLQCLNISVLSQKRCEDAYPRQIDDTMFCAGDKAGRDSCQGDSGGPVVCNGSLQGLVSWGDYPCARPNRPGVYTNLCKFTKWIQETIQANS
# thrombin 1536: human alpha-thrombin inhibitors, primary screen, counter-screen for coagulation protease inhibitor project, biochemical, 1536-well, fluorogenic AMC substrate; inhibition, % at 5 µM; AID 1046, 2008; Boc-VPR-AMC fluorogenic substrate cleavage; actives 0.26% (n = 220,000); Prothrombin (Homo sapiens), P00734;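 active = inhibition at or above 40%; inactive = inhibition below 40%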;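 also: 0% = enzyme with no compound and 100% = wells without enzyme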
#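 signal = AMC fluorescence, 355/460 nm | material = human alpha-thrombin enzyme | control set = enzyme without compound as high, wells lacking enzyme as low | times = reaction at room temperature | read-out basis = percent inhibition scaled between no-compound controls and no-enzyme blanks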
# FXIIa inh 1536: human FXIIa protease inhibitors, primary screen, biochemical, 1536-well; inhibition, % at 5 µM; Coagulation factor XII (Homo sapiens), P00748; actives 0.3% (n = 220,000); AID 800, 2007; purified FXIIa, Boc-QGR-AMC fluorogenic substrate, 2 h; in the data active = inhibition above about 40%;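 also: 0% = enzyme with no compound and 100% = blank without enzyme; many of its hits are not listed in these tables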
# Runt-SMMHC FRET: inhibitors of RUNX1 Runt–CBFb-SMMHC binding, primary screen, biochemical, FRET, Cerulean-Runt, Venus-CBFb-SMMHC, uHTS | Runt-related transcription factor 1 (Homo sapiens) + Core-binding factor subunit beta … | Cerulean-Runt/Venus-CBFb-SMMHC FRET ratio 530/480, 1 h | inhibition, % at 20 µM | actives 0.74% (n = 220,000) | AID 1434, 2008;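 active = mean inhibition across duplicate retests at 20 µM reaching about 50%, limit read from the data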;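 also: 0% = DMSO wells and 100% = wells with excess untagged CBFb-SMMHC; inhibitors lower the FRET ratio by blocking Runt binding to CBFb-SMMHC; some results filed as inactive read as strong as hits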
# FXIa inh 1536: human FXIa protease inhibitors, primary screen, biochemical, 1536-well | Coagulation factor XI (Homo sapiens), P03951 | purified FXIa, Boc-Glu-Ala-Arg-AMC fluorogenic substrate | inhibition, % at 5 µM | actives 0.14% (n = 220,000);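 active = inhibition of at least 40%; inactive = inhibition below 40%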;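 also: fluorescence of freed AMC excited at 355 nm; 0% = enzyme without compound and 100% = no enzyme blank; many of its hits are not listed in these tables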
# An asterisk follows results filed as active; · = no result given; [ ] = another dose, or the depositor's remark.
# The first 2 compounds (preview)
SMILES,14-3-3 Bad PPI,Runt-CBFb FRET,Wee1 stabilizer,Hck-Nef inh,hK5 inh,thrombin 1536,FXIIa inh 1536,Runt-SMMHC FRET,FXIa inh 1536
CN(C)c1ccc(C(=S)N2CCN(C(=S)Nc3ccccc3)CC2)cc1,-9,·,-3,19,-1,-11,5,·,-4
CCOc1ccccc1C(=O)Nc1nnc(SCC(=O)N2CCOCC2)s1,1,0,0,14,43*,55*,25,2,32

# This part in full (from the top)
SMILES,14-3-3 Bad PPI,Runt-CBFb FRET,Wee1 stabilizer,Hck-Nef inh,hK5 inh,thrombin 1536,FXIIa inh 1536,Runt-SMMHC FRET,FXIa inh 1536
CN(C)c1ccc(C(=S)N2CCN(C(=S)Nc3ccccc3)CC2)cc1,-9,·,-3,19,-1,-11,5,·,-4
CCOc1ccccc1C(=O)Nc1nnc(SCC(=O)N2CCOCC2)s1,1,0,0,14,43*,55*,25,2,32
O=C(CCN1C(=O)C2C3C=CC(C3)C2C1=O)N1CC(=O)N(CCc2ccccc2)C(=O)C1 (centres undefined),5,0,-1,0,7,-7,-1,1,-9
COc1ccccc1NC(=O)CN1CCN(c2ccccc2F)CC1,-5,1,0,1,-6,2,15,2,7
Cc1ccccc1-c1nc(CS(=O)(=O)CC(=O)N2CCc3ccccc32)c(C)o1,6[fluorescence artefact?],·,2,0,-7,3,1,1,-5
CC(=O)c1sc(N/N=C2\CC3CC2C(C)C3(C)C)nc1C (centres undefined),-11,5,2,5,4,1,11,2,2
COc1ccc(C2(CNC(=O)CCC(=O)O)CCCC2)cc1,-3,0,0,10,24,39,20,0,9
COc1ccc(C2=NN3C(C2)c2ccccc2OC32C(=O)N(C)c3ccccc32)cc1 (centres undefined),4,4,3,-1,-14,-1,4,-1,-1
COc1ccc(C(=O)N(CC(=O)NC(C)(C)C)c2ccc3c(c2)OCCO3)cc1OC,-1,0,-2,1,5,-1,17,-1,8
COC(=O)C1(C(C[N+](=O)[O-])c2ccc(C)cc2)C(=O)NCC1c1ccco1 (centres undefined),2,1,2,9,-1,-3,5,-2,-4
Cc1cccnc1NC(N)=S,-4,9,5,7,2,0,10,5,-3
N#CC1(c2nc3ccccc3[nH]2)CC1c1ccc2c(c1)OCO2 (centres undefined),0[fluorescence artefact?],3,2,3,-4,1,24,2,14
COc1ccc(N(CC(=O)Nc2cccc(C)c2C)S(=O)(=O)c2c(C)[nH]c(=O)[nH]c2=O)cc1,0,4,-2,2,8,-2,9,0,3
CN1CCN(C(=O)c2ccc(C(F)(F)F)cc2)CC1,2,-2,-1,-10,46*,25,24,0,28
O=C(N=Nc1c(O)[nH]c2ccccc12)c1cccs1,-20,-2,4,30,-1,0,11,-3,3
O=C(Cc1ccccc1)N/N=C/c1cccs1,6,-2,-1,1,7,-2,17,-1,3
CCOc1cc(/C=N/NC(=O)Cn2nc([N+](=O)[O-])cc2C)cc(Br)c1OCc1ccccc1F,-7,2,1,3,2,-2,5,5,-6
O=C(COc1ccc(Cl)cc1)N(Cc1ccccc1)c1nc(-c2ccccc2)cs1,-5[fluorescence artefact?],-1,-1,2,-9,-13,16,-11,7
O=C(NC(=O)N1CCCCC1)c1ccccc1,-3,-1,1,0,-1,-9,11,-6,-3
COc1ccccc1-c1c(-c2ccc(O)cc2O)n[nH]c1C(F)(F)F,4,-1,1,-12,9,3,11,-2,0
O=C(O)/C=C/C(=O)c1ccc2c(c1)NC(=O)CO2,-1,26,-1,46,-9,3,2,18,-6
O=C(Nc1ccc(O)cc1)C1CCCO1 (centres undefined),-11,3,3,2,-1,3,16,-1,7
COc1ccccc1CNC(=O)C(CCSC)NC(=O)C1CCC(C)CC1 (centres undefined),-3[fluorescence artefact?],3,-1,1,-18,-8,2,2,-1
COc1ccc(CCN2C(=NC(=O)C(C)C)SC3CS(=O)(=O)CC32)cc1 (centres undefined),4,1,2,15,0,-9,7,0,0
O=C(CSc1nnc(-c2ccc(Cl)cc2)n1Cc1ccco1)c1cccs1,-11,20,-1,7,-6,5,12,12,1
c1ccc(CN2CCN(c3nc(-c4ccccn4)nc4ccccc34)CC2)cc1,8,0,-1,3,-2,-5,7,-1,4
COc1ccc(-c2nsc3c(N4CCN(S(=O)(=O)c5ccccc5F)CC4)ncnc23)cc1,12,2,-3,1,-16,0,18,1,2
COC(=O)c1nnn(-c2nonc2N)c1CSc1nc2ccccc2s1,2,1,-1,0,-2,-3,15,-1,0
O=C(O)CCC(=O)Nc1ccc(NC(=O)c2ccc(Cl)cc2Cl)c(Cl)c1,3,·,2,20,0,-9,9,·,-2
CC(=O)c1ccc(N2CCN(C(=O)COc3ccc(F)cc3)CC2)c(F)c1,-2,-1,2,-5,3,1,-3,0,1

# One compound at a time (already shown). Order of screens: 14-3-3 Bad PPI | Runt-CBFb FRET | Wee1 stabilizer | Hck-Nef inh | hK5 inh | thrombin 1536 | FXIIa inh 1536 | Runt-SMMHC FRET | FXIa inh 1536
# Results for CCOc1ccccc1C(=O)Nc1nnc(SCC(=O)N2CCOCC2)s1 → 1 | 0 | 0 | 14 | 43* | 55* | 25 | 2 | 32
# Results for O=C(COc1ccc(Cl)cc1)N(Cc1ccccc1)c1nc(-c2ccccc2)cs1 → -5[fluorescence artefact?] | -1 | -1 | 2 | -9 | -13 | 16 | -11 | 7

# Following part:
SMILES,14-3-3 Bad PPI,Runt-CBFb FRET,Wee1 stabilizer,Hck-Nef inh,hK5 inh,thrombin 1536,FXIIa inh 1536,Runt-SMMHC FRET,FXIa inh 1536
COCCN(Cc1ccco1)C(=O)Cn1ncc2c(=O)oc3ccccc3c21,4,-1,-1,18,0,-2,4,-6,-1
CCOc1cc(/C=C2/C(=O)N(c3ccccc3)N=C2C)ccc1OC(=O)c1ccco1,8,1,-4,2,-6,2,12,-4,1
CC1CCCN(Cc2nc3c(c(=O)n(C)c(=O)n3C)n2CC(N)=O)C1 (centres undefined),1,4,2,-1,-13,-9,2,1,-5
CCCCN(C)c1nc(-c2ccco2)c2c(c1C#N)CC(C)(C)OC2,-1,-15,2,8,-4,-5,9,-7,0
CCN(CC)S(=O)(=O)c1ccc(OC)c(N)c1,-2,0,2,-3,-16,-3,5,1,6
Cc1nc2sccn2c(=O)c1CCN1CCC(=C(c2ccc(F)cc2)c2ccc(F)cc2)CC1,5,-2,3,-1,-13,·,9,-8,8
O=C(Cn1ncn2c(cc3ccccc32)c1=O)NCc1ccco1,1,4,-1,2,-13,-5,4,-2,-4
Cc1cc(C)n(-c2nc3nonc3nc2Nc2cccc(C)c2C)n1,1,-51,-2,1,9,3,9,-12,7
Clc1ccc(-c2nc3ccccc3[nH]2)cn1,11,1,6,25,2,3,9,-4,13
COC(=O)c1cn(NC(=O)Cn2nc([N+](=O)[O-])c(Br)c2C)c(=O)c2ccccc12,-7,0,0,-4,-2,-3,5,2,-1
Cc1ccc(C)c(NC(=O)CSc2ncnc3nc[nH]c23)c1,-5[fluorescence artefact?],-1,-2,0,9,-1,13,2,3
CCC1(C(=O)OC)NC(c2ccco2)C2C(=O)N(c3ccc(F)cc3)C(=O)C21 (centres undefined),-7,0,7,14,-3,2,8,0,-4
COc1cccc(NC2C=CS(=O)(=O)C2)c1 (centres undefined),3,-11,-1,8,-47,-3,3,2,-1
COc1ccc(CNC(=O)Cn2cc(C(F)(F)F)ccc2=O)cc1,7,0,1,1,-4,-5,9,-6,4
Cc1cccc2cc(CN(Cc3ccco3)C(c3nnnn3CCc3ccccc3)C(C)C)c(=O)[nH]c12 (centres undefined),6,-4,2,1,-15,-2,10,-1,1
COc1cc(OC)c2c(c1)C(=O)c1cc(OC)cc(OC)c1C2=O,-9,1,-3,0,0,-1,-1,-2,-5
O=S(=O)(c1ccc2nc(-c3ccccc3)[nH]c2c1)N1CCN(c2cccc(Cl)c2)CC1,2,-3,0,0,-7,-6,0,0,-5
Cc1nc2scc(-c3cccs3)c2c(=O)n1-n1cccc1,-11,4,-1,1,-12,1,4,-3,1
COc1cc(/C=N/NC(=O)c2cncc(Br)c2)cc([N+](=O)[O-])c1O,-7,-2,8,-3,-14,15,11,-11,5
CN=C(Nc1cc(C)nn1CCC#N)c1ccccc1F,-19,-1,-3,1,3,-2,-4,-1,7
COc1ccc(/C(O)=C2/C(=O)C(=O)N(CCCN(C)C)C2c2cccc(Cl)c2)cc1OC (centres undefined),3[fluorescence artefact?],1,-5,2,-7,4,2,0,4
O=C(CN1CCCN(S(=O)(=O)c2ccc(Br)s2)CC1)Nc1ccc(Cl)cc1,-3,-2,0,-2,-22,-12,-11,0,-2
N#CC(C#N)=C(Nc1ccc(F)cc1)SCc1cccc(Br)c1,7,-6,-1,1,-14,-6,-7,4,-3
COc1ccccc1Nc1nnc(SCC2CCCCO2)s1 (centres undefined),-4,0,3,17,19,-3,11,0,1

# Some of the entries so far, as labelled records.
COc1cc(/C=N/NC(=O)c2cncc(Br)c2)cc([N+](=O)[O-])c1O
- 14-3-3 Bad PPI: -7
- Runt-CBFb FRET: -2
- Wee1 stabilizer: 8
- Hck-Nef inh: -3
- hK5 inh: -14
- thrombin 1536: 15
- FXIIa inh 1536: 11
- Runt-SMMHC FRET: -11
- FXIa inh 1536: 5
CN=C(Nc1cc(C)nn1CCC#N)c1ccccc1F
- 14-3-3 Bad PPI: -19
- Runt-CBFb FRET: -1
- Wee1 stabilizer: -3
- Hck-Nef inh: 1
- hK5 inh: 3
- thrombin 1536: -2
- FXIIa inh 1536: -4
- Runt-SMMHC FRET: -1
- FXIa inh 1536: 7
COc1ccc(/C(O)=C2/C(=O)C(=O)N(CCCN(C)C)C2c2cccc(Cl)c2)cc1OC (centres undefined)
- 14-3-3 Bad PPI: 3[fluorescence artefact?]
- Runt-CBFb FRET: 1
- Wee1 stabilizer: -5
- Hck-Nef inh: 2
- hK5 inh: -7
- thrombin 1536: 4
- FXIIa inh 1536: 2
- Runt-SMMHC FRET: 0
- FXIa inh 1536: 4
O=C(CN1CCCN(S(=O)(=O)c2ccc(Br)s2)CC1)Nc1ccc(Cl)cc1
- 14-3-3 Bad PPI: -3
- Runt-CBFb FRET: -2
- Wee1 stabilizer: 0
- Hck-Nef inh: -2
- hK5 inh: -22
- thrombin 1536: -12
- FXIIa inh 1536: -11
- Runt-SMMHC FRET: 0
- FXIa inh 1536: -2
